Source: PubChem BioAssay
TPT1 inh = inhibitors of Candida albicans tRNA 2'-phosphotransferase TPT1; inhibition, % at 5 µM; recombinant caTPT1, FP RNA substrate dephosphorylation; 300,000 tested, 0.81% active; AID 1962;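 active = inhibition above the mean of all tested compounds plus 3 SD, set per screening campaign, cut at about 24% in these data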;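 note: plate controls were DMSO alone for no effect and ferristatin control at 100 nM for full effect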
PAD4 inh = blocks human protein arginine deiminase 4; recombinant PAD4, RCA probe fluorescence polarization; inhibition, % at 6.36 µM; Q9UM07; 330,000 tested, 0.41% active;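 active = percent inhibition above a cutoff equal to the mean of all tested compounds plus 3 SD, cut at about 15% in these data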;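 note: 0% = PAD4 with RCA probe and DMSO and 100% = probe without PAD4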
Fam108B inh = Fam108B inhibition, counter-screen for RBBP9 inhibitors. recombinant Fam108B, FP-Rh probe fluorescence polarization. inhibition, % at 9.51 µM. 300,000 tested, 0.33% active. AID 1947;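 active = inhibition above the screen mean inhibition plus 3 SD, computed separately per campaign, cut at about 18% in these data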;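 note: inhibitors lower polarization as less probe binds the enzyme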
MEX-5 binding = C. elegans MEX-5 TCR-2 RNA binding activity. 300,000 tested, 0.38% active. MEX-5/FITC-TCR2 RNA binding, fluorescence polarization; active compounds read low. AID 1832. activity score (negative = inhibition of binding), % at 10 µM;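 active = inhibition past about -25% in most replicates, and total fluorescence under double the plate's negative control median, limit read from the data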;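 note: 0% = DMSO and -100% = 5 µM competing unlabeled TCR2 RNA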
PME-1 primary = blocks human protein phosphatase methylesterase 1 | AID 2130 | Q9Y570 | inhibition, % at 5.9 µM | 320,000 tested, 0.53% active | recombinant PME-1, FP-Rh probe fluorescence polarization;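 active = inhibition above the campaign mean of all compounds plus 3 SD, cut at about 26% in these data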;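 note: competitive labeling of PME-1 active site by serine hydrolase directed probe; 0% = PME-1 with DMSO and 100% = wells lacking PME-1 enzyme; inhibitors block probe labeling so polarization falls and inhibition rises; many of its hits are not listed in these tables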
GSTO1 counter = GSTO1 inhibition, counter-screen for RBBP9 inhibitors | P78417 | recombinant GSTO1, activity-based probe fluorescence polarization | inhibition, % at 5.96 µM | 300,000 tested, 1.1% active | AID 1974;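 active = inhibition above the campaign mean inhibition plus 3 SD, cut at about 35% in these data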;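 note: 0% = GSTO1-1 with DMSO and 100% = wells lacking GSTO1-1 enzyme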
Target sequence (P78417 whole entry, looked up): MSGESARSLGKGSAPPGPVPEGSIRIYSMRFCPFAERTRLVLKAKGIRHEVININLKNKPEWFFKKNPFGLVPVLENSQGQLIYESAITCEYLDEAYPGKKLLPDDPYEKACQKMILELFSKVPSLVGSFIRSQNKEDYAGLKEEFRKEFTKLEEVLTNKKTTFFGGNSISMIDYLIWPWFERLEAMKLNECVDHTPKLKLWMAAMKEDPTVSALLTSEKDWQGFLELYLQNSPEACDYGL
GLD-1 RNA inh = GLD-1-TGE RNA interaction inhibition (C. elegans); Q17339; purified GLD-1 + fluorescein TGE RNA, fluorescence polarization; inhibition, % at 5.96 µM; 320,000 tested, 0.44% active; AID 2280;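 active = percent inhibition above a per-plate cutoff, the plate mean of test compounds plus 3 SD, cut at about 30% in these data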;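 note: 0% = DMSO wells with GLD-1 and probe and 100% = wells lacking GLD-1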
Target sequence (Q17339 whole entry, looked up): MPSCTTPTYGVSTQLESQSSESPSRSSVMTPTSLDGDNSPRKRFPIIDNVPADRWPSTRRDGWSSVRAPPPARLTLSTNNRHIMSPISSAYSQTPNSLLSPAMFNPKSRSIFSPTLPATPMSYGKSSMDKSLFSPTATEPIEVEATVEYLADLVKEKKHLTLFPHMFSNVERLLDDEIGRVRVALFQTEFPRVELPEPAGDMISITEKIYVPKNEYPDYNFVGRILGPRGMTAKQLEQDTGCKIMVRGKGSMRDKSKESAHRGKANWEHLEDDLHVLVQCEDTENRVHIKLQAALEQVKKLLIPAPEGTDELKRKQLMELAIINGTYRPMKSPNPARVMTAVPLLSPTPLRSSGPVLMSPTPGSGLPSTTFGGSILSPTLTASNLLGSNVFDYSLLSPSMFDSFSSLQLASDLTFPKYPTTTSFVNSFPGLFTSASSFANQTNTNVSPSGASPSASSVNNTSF
Bcl-xL primary = blocks human Bcl-xL binding to Bim BH3 peptide | inhibition, % at 10.9 µM | AID 2129 | 320,000 tested, 0.7% active | GST-Bcl-xL / FITC-Bim BH3 peptide fluorescence polarization;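 active = inhibition above the mean of all tested compounds plus 3 SD, cutoff set per campaign, cut at about 30% in these data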;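 note: 0% = DMSO wells and 100% = unlabeled Bim-BH3 peptide competitor; inhibitors lower millipolarization by displacing the labeled peptide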
MCL1 BIM primary = inhibitors of human MCL1 binding to BIM-BH3 peptide; Q07820; GST-MCL1 / FITC-Bim-BH3 fluorescence polarization; AID 2057; 320,000 tested, 0.68% active; inhibition, % at 10.9 µM;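 active = inhibition above the mean inhibition of all tested compounds plus 3 SD, set per campaign, cut at about 40% in these data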;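 note: 0% = DMSO wells and 100% = unlabeled Bim-BH3 peptide control; higher means more loss of mP so more displacement of Bim peptide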
* = called active by the depositor.

mol	TPT1 inh	PAD4 inh	Fam108B inh	MEX-5 binding	PME-1 primary	GSTO1 counter	GLD-1 RNA inh	Bcl-xL primary	MCL1 BIM primary
CC1(C)C(c2ccccc2)=[N+]([O-])C2(CCCCC2=O)N1O (stereo not drawn)	-1	-1	-1	0.9	-4	2	1	1	1
CC(C)OC(=O)c1nn2c(C(F)(F)F)cc(-c3ccco3)nc2c1Cl	5	-4	-2	6.3	3	3	-8	-5	4
COc1cc2c(cc1OC)C(c1ccccc1)NCC2 (stereo not drawn)	-5	-8	8	-1.9	-2	6	-2	1	-6
Cc1cccc(-n2c(O)c(C=Nc3c(C)n(C)n(-c4ccccc4)c3=O)c3ccccc3c2=O)n1	5	0	-1	-10	0	6	5	12	-2
O=C(CCc1ccc(Oc2cc([N+](=O)[O-])cc([N+](=O)[O-])c2)cc1)NC1CCCC1	-3	1	5	0.1	26	9	4	6	1
Cc1cc(NC(=O)CSc2nc(C3CCCCC3)nc3ccccc23)no1	-3	4	-2	1.8	-3	-21	3	3	9
Cc1ccc(NC(=O)COC(=O)Cn2c(C)csc2=O)cc1	-1	1	2	-5.6	-4	1	-2	11	9
CN(Cc1ccccc1)C1CCCN(C(=O)c2ccc(Cl)s2)C1 (stereo not drawn)	1	0	2	1.0	7	15	-1	1	3
COc1cc(NC(=O)c2cccs2)c(OC)cc1NC(=O)CCC(=O)Nc1cccc2ncccc12	0	-2	3	-1.5	-5	2	0	10	10
COc1ccc(NC(=S)NCc2cccs2)cc1OC	-3	-2	-2	-0.1	8	8	-1	8	6
CCSCc1nnc(SCC(=O)Nc2ccc(OC)cc2)n1C	-3	-1	-2	0.3	-5	14	4	-17	-19
Cc1cc(C)cc(OCC(=O)NCCN2CCOCC2)c1	0	3	0	0.5	7	4	7	7	6
COc1ccccc1C(CNC(=O)c1cccc(NS(=O)(=O)c2ccc(Br)cc2)c1)N(C)C (stereo not drawn)	1	-3	-2	2.0	1	-6	-4	2	-4
CC(C)c1ccc(OCc2ccc(C(=O)O)o2)cc1	0	-2	1	-0.3	-5	5	4	2	-4
COc1cc(/C=C\C(=O)Nc2cc(=O)n(C)c(=O)n2C)cc(OC)c1OC	0	-5	-2	0.5	-3	2	-1	9	3
O=C(Nc1ccc(N2CCN(C(=O)c3cccs3)CC2)cc1)c1cccnc1Cl	2	-5	3	-0.7	1	-6	9	9	20
CCC(=O)Nc1cccc(-c2csc(-c3ccccc3)n2)c1	1	1	-7	0.7	-1	-8	2	-1	-6
Cc1cc(N2CCCC2)nc2ccc(NC(=S)NC(C)C)cc12	0	4	-1	-1.0	-3	3	-4	3	7
Cc1noc(COc2ccccc2OCc2onc(C)c2Cl)c1Cl	-9	-1	4	1.0	2	6	-6	-2	-7
CCN(CC)CCOC(=O)CCc1cccc2ccccc12	0	4	3	1.1	-5	4	-4	-1	-4
O=C(NCC(c1cccs1)N1CCOCC1)c1ccc(Cl)s1 (stereo not drawn)	2	-2	-2	-2.9	-6	-2	3	7	8
CCOC(=O)C[C@H]1c2cc(F)ccc2S(=O)(=O)N1C1CCCC1	-6	-1	-1	-0.9	1	4	4	6	9
CCOc1ccc2nc(N/C(N)=N/C(=S)Nc3ccc(OC)cc3)nc(C)c2c1	-2	0	-1	0.1	-6	-2	6	7	8
Cc1cccc(C(=O)NCC(C)NC(=O)c2cccc(C)c2)c1 (stereo not drawn)	-1	0	-1	-0.3	0	2	3	5	4
CCNC(=O)NC(=O)C(C)OC(=O)C(C)(C)Oc1ccc(Cl)cc1 (stereo not drawn)	1	2	3	2.9	10	4	9	4	2
COc1ccc(CCN(Cc2ccccn2)C(=S)Nc2ccccc2F)cc1OC	-4	8	-1	0.7	8	-3	1	4	10
CCOC(=O)c1sc(NC(=O)c2cccs2)cc1C	-1	-5	5	1.3	3	-11	1	1	6
O=C(c1ccc(-n2cncn2)c([N+](=O)[O-])c1)N1CCN(c2cccc(Cl)c2)CC1	0	-2	1	0.7	2	-1	-5	1	-4
Cc1cccc(N(CC(=O)Nc2c(C)n(C)n(-c3ccccc3)c2=O)S(C)(=O)=O)c1C	-3	-3	1	0.9	-11	9	7	7	4
Cc1ccc(CC(=O)N/N=C/c2ccc(OC(=O)c3ccc([N+](=O)[O-])cc3)cc2)cc1	-4	-1	-4	1.3	-7	-7	2	5	9

The list goes on; it opens with the five that closed the last part.
mol	TPT1 inh	PAD4 inh	Fam108B inh	MEX-5 binding	PME-1 primary	GSTO1 counter	GLD-1 RNA inh	Bcl-xL primary	MCL1 BIM primary
COc1ccc(CCN(Cc2ccccn2)C(=S)Nc2ccccc2F)cc1OC	-4	8	-1	0.7	8	-3	1	4	10
CCOC(=O)c1sc(NC(=O)c2cccs2)cc1C	-1	-5	5	1.3	3	-11	1	1	6
O=C(c1ccc(-n2cncn2)c([N+](=O)[O-])c1)N1CCN(c2cccc(Cl)c2)CC1	0	-2	1	0.7	2	-1	-5	1	-4
Cc1cccc(N(CC(=O)Nc2c(C)n(C)n(-c3ccccc3)c2=O)S(C)(=O)=O)c1C	-3	-3	1	0.9	-11	9	7	7	4
Cc1ccc(CC(=O)N/N=C/c2ccc(OC(=O)c3ccc([N+](=O)[O-])cc3)cc2)cc1	-4	-1	-4	1.3	-7	-7	2	5	9
C=CCn1c(C)nnc1SCC(=O)Nc1oc(C)c2c(C)n[nH]c(=O)c12	2	-6	-1	-2.9	-10	13	8	2	8
O=C(c1ccc2c(c1)N(Cc1ccccc1)CCS2)N1CCCCC1	-4	3	1	1.7	22	6	2	9	5
O=C1CC(NS(=O)(=O)c2cccs2)CN1c1ccc(F)cc1 (stereo not drawn)	-6	-3	-3	-1.0	0	1	5	2	1
Cc1ccccc1C(=O)c1cccn1CC(=O)NCc1ccc2c(c1)OCO2	-2	-4	-2	1.6	-4	9	2	8	1
Cc1ccc(-c2nc3ncccc3n2O)cc1	1	1	-2	2.8	5	-5	-4	-2	-7
O=c1ccnc(Nc2ccc([N+](=O)[O-])cc2)[nH]1	-3	1	-2	0.9	0	4	1	4	3
C=CCn1c(SCC(=O)NCc2ccc3c(c2)OCO3)nc2scc(-c3ccc(F)cc3)c2c1=O	0	-3	-9	-5.0	-3	-1	9	4	4
COc1ccc(NC(=S)NC23CC4CC(CC(C4)C2)C3)cc1OC	4	-7	2	0.1	6	0	4	1	0
CN(C)S(=O)(=O)c1ccc(NC(=S)NC(=O)c2ccc(Br)o2)cc1	4	3	2	-8.0	1	-5	-1	0	8
Cc1cc(C)n(-c2nnc(C)n2NS(=O)(=O)c2ccc(F)cc2)n1	-2	2	-4	1.9	-5	2	8	4	-2
CCOC(=O)C1(CCSC)NC(c2ccco2)C2C(=O)N(C)C(=O)C21 (stereo not drawn)	1	-3	5	1.4	-5	4	0	0	6
CC(C)CN(CC(C)C)C(=O)Nc1ccccc1F	-1	-3	-1	1.6	-2	6	-7	0	8
O=C(COc1ccccc1)NCc1cccs1	3	-2	-4	0.3	-3	-1	2	-5	-4
O=C(Oc1cccc(N2C(=O)CCC2=O)c1)C1CC(=O)N(c2ccc(Br)cc2)C1 (stereo not drawn)	-1	0	-3	-2.1	4	3	3	2	6
CCc1ccc(Nc2cc(C)nc3nc(C)nn23)cc1	0	2	0	-1.2	-6	3	5	2	2
COc1cc(C2NC(=S)NC(O)(C(F)(F)F)C2C(=O)c2cccs2)cc(OC)c1O (stereo not drawn)	-4	-2	8	0.8	-1	-1	-14	7	8
CC(=O)Nc1ccc(S(=O)(=O)N(C)c2nc3ccccc3nc2Cl)cc1	0	1	-2	-4.0	4	6	-8	-3	0
COc1ccc(N(CC(=O)NCC(C)C)S(=O)(=O)c2ccccc2)cc1	-3	-1	1	2.4	2	4	-3	-9	-16
CCOC(=O)C1=C(C)C(c2ccccc2O)NC(=O)N1 (stereo not drawn)	0	2	-1	-0.3	-1	-6	2	1	-3
CCOc1cc(C(=O)OCc2ccc([N+](=O)[O-])cc2)ccc1OCC(=O)N1CCOCC1	-3	-3	0	2.7	4	-2	6	-6	-7
Cc1cccc(N2CCN(C(=O)c3ccc(NC4=NC5CS(=O)(=O)CC5S4)cc3)CC2C)c1 (stereo not drawn)	-3	2	2	1.4	-1	-12	-4	2	6
COc1ccc(NC(=O)COC(C)=O)cc1Cl	2	1	1	0.6	4	1	-3	-12	-14
COc1ccc(C(CC(=O)N2CCCC2)c2ccc(F)cc2)cc1 (stereo not drawn)	-1	-4	5	0.9	-4	-1	2	1	1
Cc1ccc(C(=O)/C=C/c2ccc(F)cc2)o1	1	-2	3	0.0	-4	1	3	-2	13
CCOc1ccccc1N1C(=O)CN(Cc2ccc(OC)c(OC)c2)C1=S	-1	11	-4	2.7	-6	4	-1	-6	9

Only part of the results is shown (hit frequency here may not be typical).
